# Bioassay records deposited in PubChem BioAssay by Broad Institute.
# E-sel inducer: E-selectin induction in HUVECs, primary screen, imaging, HUVEC, immunofluorescence imaging, single point. normalized: neutral wells 0, TNF-alpha wells 100. AID 686992, 2013. 260,000 tested, 0.37% active. P16581. activation, % at 7.58 µM;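 active means mean E-selectin-positive cell signal at least 10% of the positive control, reached in at least 60% of replicates, without over 20% cell loss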;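 further: in these data hits start at about 27%; measured in HUVEC primary endothelial cells; signal is the percent of cells scored E-selectin positive by PE staining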
# Target sequence (P16581 whole entry, looked up): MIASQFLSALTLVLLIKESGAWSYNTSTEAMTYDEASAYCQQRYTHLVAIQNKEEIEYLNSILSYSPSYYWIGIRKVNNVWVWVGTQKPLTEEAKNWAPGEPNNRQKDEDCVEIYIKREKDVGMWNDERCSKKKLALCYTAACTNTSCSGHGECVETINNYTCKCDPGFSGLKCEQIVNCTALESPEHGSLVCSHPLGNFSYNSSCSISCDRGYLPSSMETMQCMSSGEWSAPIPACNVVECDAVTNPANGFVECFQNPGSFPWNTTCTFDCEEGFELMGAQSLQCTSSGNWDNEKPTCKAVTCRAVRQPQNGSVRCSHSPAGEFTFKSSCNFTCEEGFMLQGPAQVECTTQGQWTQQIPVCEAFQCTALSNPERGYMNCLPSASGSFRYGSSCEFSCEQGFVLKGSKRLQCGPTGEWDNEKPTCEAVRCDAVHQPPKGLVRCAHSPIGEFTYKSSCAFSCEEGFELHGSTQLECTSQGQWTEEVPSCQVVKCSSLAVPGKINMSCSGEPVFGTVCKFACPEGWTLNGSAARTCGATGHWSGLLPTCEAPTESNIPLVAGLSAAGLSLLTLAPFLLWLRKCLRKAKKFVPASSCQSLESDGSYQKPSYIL
#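 Test system: HUVEC; input: 3,000 HUVEC/well; measured by: immunofluorescence imaging; read-out: % PE-positive cells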
# ERp5 inh: inhibitors of ERp5-driven insulin aggregation, primary screen, biochemical, turbidity, absorbance 650 nm, single point; Protein disulfide-isomerase A6 (Homo sapiens), Q15084; 90 min; inhibition, % at 9.99 µM; 350,000 tested, 0.05% active;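 active means mean replicate inhibition above about 25%, with every replicate also reaching it, limit read from the data, passing the limit was not always enough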
# esBAF inh: Bmi1 luciferase reporter increase in mESCs, primary screen, esBAF inhibitor project, mouse ES cells, Bmi1 luciferase knock-in, single point. 24 h; 100% = twice the neutral-well signal. reporter increase, % at 12.5 µM. 350,000 tested, 2% active; in the data active means activation above about 40%;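 further: 0% = median of the plate's neutral control wells and 100% = double that signal; a rise in the Bmi1 reporter signal indicates esBAF inhibition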
# RAD54 inh: inhibitors of human RAD54 branch migration, primary screen, biochemical, fluorescence, single point; DNA repair and recombination protein RAD54-like (Homo sapiens), Q92698; RAD54 Holliday junction branch migration, FAM/BHQ fluorescence; inhibition, % at 10.4 µM; 360,000 tested, 0.14% active;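 active means mean normalized replicate activity at least 40 and at least half of replicates scoring 40 or more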;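 further: 0% = median of neutral control wells and 100% = median of positive control wells; inhibitors cause a drop in the FAM fluorescence signal; in these data hits start at about 50%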
# PglD inh: C. jejuni PglD acetyltransferase inhibitors, primary screen, biochemical, DTNB colorimetric, single point; purified PglD enzyme, DTNB colorimetric CoA detection; inhibition, % at 12.5 µM; 360,000 tested, 0.098% active; AID 602405, 2012; UDP-N-acetylbacillosamine N-acetyltransferase PglD (Campylobacter jejuni); in the data active means inhibition above about 16%, passing the limit was not always enough; further: strong numbers were not always called active
# RAD52 inh: RAD52 DNA annealing inhibitors, primary screen, biochemical, FRET, single point, set 2 | DNA repair protein RAD52 homolog (Homo sapiens), P43351 | recombinant RAD52 DNA annealing, FRET fluorescence | inhibition, % at 18.7 µM | 360,000 tested, 0.46% active | AID 651710, 2012;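 active means every replicate showing at least 50% inhibition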
# ARNT-TACC3 inh: disruptors of ARNT/TACC3 protein interaction, primary screen, biochemical, AlphaScreen, single concentration; 390,000 tested, 0.66% active; AlphaScreen His-ARNT PAS-B/GST-TACC3 binding, luminescence; TACC3 fragment carries E629A point mutation; inhibition, % at 9.99 µM; Transforming acidic coiled-coil-containing protein 3 (Homo sapiens), Q9Y6A5;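 active means mean inhibition of replicates at least 50% and at least half of replicates each reaching 50%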;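 further: 0% = complete ARNT plus TACC3 wells and 100% = ARNT alone without TACC3; many hits fall short of the cut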
# CASP6 VEID inh: human caspase-6 inhibitors, primary screen, biochemical, VEID-R110 fluorescence, single point, set 2; inhibition, % at 12.5 µM; AID 686996, 2013; 350,000 tested, 0.53% active; purified caspase-6, Z-VEID-R110 cleavage fluorescence; P55212;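 active means mean inhibition across replicates at least about 35%, with every replicate also reaching that limit, limit read from the data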;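 further: 0% = median of neutral control wells and 100% = no fluorescence left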
# Target sequence (P55212 24-179 limits assumed): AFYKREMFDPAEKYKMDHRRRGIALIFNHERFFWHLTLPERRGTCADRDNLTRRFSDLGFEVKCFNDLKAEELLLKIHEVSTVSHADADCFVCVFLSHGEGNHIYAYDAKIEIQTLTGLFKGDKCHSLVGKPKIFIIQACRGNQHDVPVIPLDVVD
# Target sequence (P55212 194-293 limits assumed): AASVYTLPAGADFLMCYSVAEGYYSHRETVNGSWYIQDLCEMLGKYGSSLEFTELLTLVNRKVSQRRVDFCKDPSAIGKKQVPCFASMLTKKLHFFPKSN
# * hit, by the source's call; . = no result given.
SMILES,E-sel inducer,ERp5 inh,esBAF inh,RAD54 inh,PglD inh,RAD52 inh,ARNT-TACC3 inh,CASP6 VEID inh
Cc1nnc2c(SC(C)C)nc3ccccc3n12,0.2,0.4,-6.3,2.7,2.4,9.0,3.2,3.0
CC(C)c1nnc(NC(=O)C2CCCCC2)s1,0.0,-7.0,20.8,-6.0,4.0,-0.3,-0.6,-0.8
CN(C)S(=O)(=O)c1ccc(C(=O)OCC(=O)c2csc(N3CCCCC3)n2)cc1,-0.6,1.5,-3.7,-22.9,-0.8,-16.1,-0.3,29.8
CCCCNc1c2c3c(cccc3n(C)c1=O)C(=O)c1ccccc1-2,.,.,-5.6,-217.8,0.3,.,-36.5,.
CC[C@]12c3[nH]c4cc(CCC(=O)N(C)C)ccc4c3CCN1C(=O)[C@@H](CC(=O)NCc1cccc(C(F)(F)F)c1)C[C@@H]2C(=O)N1CCN(C(=O)C2CC2)CC1,-0.2,2.2,0.1,0.7,0.1,-8.5,0.3,1.8
O=C(Nc1nc2c(s1)CCCC2)c1cc(-c2ccncc2)nc2ccccc12,0.5,.,.,2.2,-0.1,.,17.7,.
C=CCNC(=O)c1cc2nc(C3CC3)cc(C(F)F)n2n1,.,0.5,4.3,1.2,13.8,-16.1,.,8.7
C[C@H]1CN([C@@H](C)CO)C(=O)c2cccc(NC(=O)NC3CCCCC3)c2O[C@@H]1CN(C)Cc1ccc2c(c1)OCO2,-0.1,0.3,-0.7,-2.1,-1.8,-2.1,-0.7,.
CSc1ncc(CN2CCc3c([nH]c4ccccc34)C2c2cccc(O)c2)cn1 (stereo unspecified),2.6,5.0,.,.,.,-28.3,3.8,9.8
Cc1ccc(Oc2coc3cc(OC(=O)c4cccs4)ccc3c2=O)cc1,.,.,-7.5,-4.9,5.3,.,31.0,.

# As a short view, some entries already given:
SMILES,E-sel inducer,ERp5 inh,esBAF inh,RAD54 inh,PglD inh,RAD52 inh,ARNT-TACC3 inh,CASP6 VEID inh
Cc1nnc2c(SC(C)C)nc3ccccc3n12,0.2,0.4,-6.3,2.7,2.4,9.0,3.2,3.0
CC(C)c1nnc(NC(=O)C2CCCCC2)s1,0.0,-7.0,20.8,-6.0,4.0,-0.3,-0.6,-0.8

# Continued:
SMILES,E-sel inducer,ERp5 inh,esBAF inh,RAD54 inh,PglD inh,RAD52 inh,ARNT-TACC3 inh,CASP6 VEID inh
Clc1ccccc1OCc1nc(-c2ccccn2)no1,.,.,0.5,-1.2,-3.8,.,12.8,.
O=C(Cc1ccccc1)NC(NCCc1ccccc1)C(Cl)(Cl)Cl (stereo unspecified),.,.,-6.3,4.5,-6.7,.,-7.9,.
COc1cccc(C(=O)CN2C(=O)C(C)(C)Oc3ccc(C(=O)N4CCCCCC4)cc32)c1,.,.,12.8,-4.4,-1.8,.,-1.5,.
COc1ccc(/C=C2\SC(=S)N(CCCC(=O)N3CCCCC3CCO)C2=O)cc1 (stereo unspecified),-0.3,.,-50.7,.,.,-60.5,4.8,4.8
Cc1ccccc1NCC(=O)N/N=C\C=C\c1cccc([N+](=O)[O-])c1,0.2,3.2,.,.,.,-19.2,5.2,3.6
C[C@]12c3[nH]c4cc(-c5ccco5)ccc4c3CCN1C(=O)[C@@H](CC(=O)NCCc1ccccn1)C[C@@H]2C(=O)N1CCCCC1,-0.4,-4.3,6.7,-5.4,-4.4,-20.1,3.8,-4.8
C[C@H]1CN([C@@H](C)CO)C(=O)c2cc(NC(=O)C3CCCCC3)ccc2O[C@@H]1CN(C)CC1CCCCC1,.,-1.9,4.0,6.1,3.7,2.0,5.2,-1.8
CCOc1cc(C(=O)CCC(=O)OCC(=O)N2c3ccccc3NC(=O)C2(C)C)ccc1O,.,.,-1.3,-3.5,-1.0,.,8.7,.
NC(=O)c1ncn([C@@H]2O[C@H](C(=O)N[C@H](Cc3ccccc3)C(=O)O)[C@@H](O)[C@H]2O)n1,-0.2,7.7,.,.,.,-1.3,.,-3.7
CC(=O)N1[C@H](CNC(=O)C2CC2)[C@@H](c2ccc(-c3ccccc3)cc2)[C@@H]1CO,-0.1,1.2,-24.6,1.8,3.6,-59.0,-15.7,.

# Three compounds picked at random from the list so far, as already listed:
SMILES,E-sel inducer,ERp5 inh,esBAF inh,RAD54 inh,PglD inh,RAD52 inh,ARNT-TACC3 inh,CASP6 VEID inh
CN(C)S(=O)(=O)c1ccc(C(=O)OCC(=O)c2csc(N3CCCCC3)n2)cc1,-0.6,1.5,-3.7,-22.9,-0.8,-16.1,-0.3,29.8
C[C@H]1CN([C@@H](C)CO)C(=O)c2cccc(NC(=O)NC3CCCCC3)c2O[C@@H]1CN(C)Cc1ccc2c(c1)OCO2,-0.1,0.3,-0.7,-2.1,-1.8,-2.1,-0.7,.
CSc1ncc(CN2CCc3c([nH]c4ccccc34)C2c2cccc(O)c2)cn1 (stereo unspecified),2.6,5.0,.,.,.,-28.3,3.8,9.8

# Next structures follow.
SMILES,E-sel inducer,ERp5 inh,esBAF inh,RAD54 inh,PglD inh,RAD52 inh,ARNT-TACC3 inh,CASP6 VEID inh
Cc1nc(C)c(C(=O)Nc2ccccc2-c2ccccc2)o1,.,.,0.8,-4.2,-0.1,.,0.7,.
CCOCCCNC(=O)c1ccc(/C=C2\Oc3ccccc3N(C)C2=O)cc1,-0.1,1.1,72.0*,-10.0,3.5,-16.0,-4.8,0.2
Cn1cc(CC(=O)NCCCN2CCOCC2)c2ccccc21,.,-2.9,-2.3,-4.1,-6.3,-10.1,.,-0.9
COc1ccc(S(=O)(=O)Nc2ccc3c(c2)C(=O)N([C@@H](C)CO)C[C@@H](C)[C@@H](CN(C)C(=O)CCC(F)(F)F)OCCCC[C@@H](C)O3)cc1,0.1,-0.2,7.3,-4.1,-2.8,23.4,-1.0,-3.6
COc1ccc(OC)c(-c2nnc(-c3ccc(C)o3)o2)c1,.,.,16.7,7.7,-2.4,.,4.8,.
C/C(=N\NC(=O)Cc1ccc(Cl)cc1)c1cccc(NC(=O)c2cccnc2)c1,-0.8,0.5,.,0.9,-1.5,-5.0,-1.9,2.9
Cc1ccc2cc(CCNC(=O)CC(C)(C)C)c(=O)[nH]c2c1C,2.6,-0.3,2.5,-5.6,-0.2,-5.4,-2.5,1.7
O=C(NC(=S)Nc1ccc(Br)cn1)c1cccnc1,.,-12.8,.,.,.,0.1,-2.7,2.4
O=C(NCCNc1ccc(Cl)cc1[N+](=O)[O-])c1ccccc1F,.,1.8,17.8,1.8,-8.2,-7.9,-2.4,-0.6
O=C(Cn1c(=O)oc2cc(S(=O)(=O)N3CCCC3)ccc21)NCc1ccccn1,1.6,-1.5,-2.5,-0.1,-1.0,-5.0,12.7,0.6
C[C@@H]1CCCCO[C@@H](CN(C)C(=O)Nc2ccc3c(c2)OCO3)[C@@H](C)CN([C@@H](C)CO)C(=O)c2cc(N(C)C)ccc2O1,-0.2,2.6,-8.6,9.7,-4.0,-4.1,53.9*,2.2
CCOc1ccc(C(CCc2ccccc2)NC(=O)c2ccccc2)cc1OCC (stereo unspecified),.,.,8.9,3.9,-6.8,.,-0.5,.
CCOC(=O)[C@]12CCC=C1N(Cc1ccc3c(c1)OCO3)C(=O)[C@H](CC(=O)NCC1CCCCC1)C2,0.1,-1.4,.,.,.,-30.4,.,1.2
C[C@@H]1CN([C@@H](C)CO)C(=O)c2cc(N(C)C)ccc2O[C@H]1CN(C)Cc1ccc(Oc2ccccc2)cc1,0.1,1.4,2.6,-6.7,2.6,-0.7,24.3,-1.0
COc1cccc(-n2c(Cc3cc(=O)[nH]c(=O)[nH]3)nnc2SCC(=O)NC2CCCCC2)c1,0.0,-1.4,1.2,3.3,-3.2,-22.8,.,4.6
COc1ccc(C2c3c(nc[nH]c3=O)Oc3nc[nH]c(=O)c32)cc1,.,.,6.8,-2.9,0.5,.,3.6,.
COc1ccc2c(COC(=O)CC3Sc4ccccc4NC3=O)cc(=O)oc2c1 (stereo unspecified),.,1.0,.,.,.,-32.2,-11.9,-0.4
CCOC(=O)CSc1nnc(-c2ccco2)n1-c1ccccc1,.,1.9,-3.7,-0.3,-1.5,0.3,-8.0,0.1
O=C(NCCc1nnc2ccc(NCCCN3CCOCC3)nn12)c1ccccc1F,15.0,4.3,-4.5,-4.6,-0.4,-15.4,5.7,-39.7
CCCCC(=O)Nc1ccnc(-c2cccnc2)n1,.,.,-2.2,-1.1,3.7,.,-11.0,.
Cc1ccc(NC(=O)c2ccc(CSc3nnc(-c4ccncc4)n3C)cc2)cc1,.,.,30.5,2.2,8.3,.,-8.8,.
Cc1cc(C(=O)NNC(=O)c2cccc([N+](=O)[O-])c2)n[nH]1,.,-1.0,-5.1,-5.0,-4.8,-10.3,.,0.1
Cc1nc(C(=O)NCCC(C)C)sc1C1(C)CC(c2cccc([N+](=O)[O-])c2)=NO1 (stereo unspecified),-0.1,1.6,8.1,-11.7,-4.2,-4.1,-2.9,-1.1
COc1ccc(/C=N\NC(=O)c2ccccc2Br)cc1COc1ccc(F)cc1,-0.5,1.7,-1.7,21.8,0.7,2.1,.,5.0
CSc1ccccc1NC(=O)Nc1cccc(Cl)c1C,0.1,2.9,.,.,.,-2.5,.,-0.5
COCCNc1nc2cc(-c3ccccc3)sc2c(=O)n1C,3.5,1.2,2.9,11.9,-1.4,-4.6,.,0.4
O=C(CSc1nnc(-c2ccc(Br)o2)n1Cc1ccccc1)c1ccccc1F,.,.,-2.3,-18.7,-314.5,.,-3.8,.
Cc1cccc(NC(=O)CN(CC2CCCO2)C(=O)c2oc3ccccc3c2C)c1C (stereo unspecified),-0.1,-0.4,3.2,1.3,0.9,-26.8,2.1,-2.5
Cc1c(OC(C)C(=O)O)ccc2c3c(c(=O)oc12)CCCC3 (stereo unspecified),.,-1.3,0.7,6.0,-2.1,-3.3,-4.4,-2.9
COC(=O)c1sccc1NC(=O)c1ccc(C)s1,.,.,12.5,10.9,0.4,.,-2.2,.
